From PubChem
Furin inhibitor: human furin inhibitors, primary screen, biochemical, fluorescence intensity; P09958; purified furin, fluorogenic substrate cleavage; inhibition, % at 30 µM; 220,000 tested, 0.061% active; AID 463115, 2010; in the data active = inhibition above about 25%; also: inactives centre near -15
Target sequence (P09958 108-714 limits assumed): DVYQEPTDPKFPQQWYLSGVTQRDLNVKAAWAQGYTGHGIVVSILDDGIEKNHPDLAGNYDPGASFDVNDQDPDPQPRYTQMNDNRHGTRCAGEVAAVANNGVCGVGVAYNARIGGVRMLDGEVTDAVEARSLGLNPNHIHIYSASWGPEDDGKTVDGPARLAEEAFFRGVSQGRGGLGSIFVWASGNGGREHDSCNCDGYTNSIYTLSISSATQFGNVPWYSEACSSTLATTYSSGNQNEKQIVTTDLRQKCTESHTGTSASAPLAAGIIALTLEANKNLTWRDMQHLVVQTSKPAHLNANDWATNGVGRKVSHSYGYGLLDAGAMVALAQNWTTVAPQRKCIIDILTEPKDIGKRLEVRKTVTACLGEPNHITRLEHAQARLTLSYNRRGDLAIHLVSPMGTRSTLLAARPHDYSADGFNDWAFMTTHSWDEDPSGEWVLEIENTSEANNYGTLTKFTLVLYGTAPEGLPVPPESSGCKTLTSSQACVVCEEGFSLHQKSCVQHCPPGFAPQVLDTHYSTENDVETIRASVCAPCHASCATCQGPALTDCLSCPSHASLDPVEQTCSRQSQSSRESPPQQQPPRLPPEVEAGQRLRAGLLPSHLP
p47phox inh: p47phox/p22phox peptide binding inhibitors, primary screen, biochemical, uHTS, NADPH oxidase regulatory subunit. inhibition, % at 24.7 µM. Neutrophil cytosol factor 1 (Homo sapiens), P14598. fluorescence polarization, 2 h. 220,000 tested, 0.53% active;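 also: 0% = p47phox with labelled peptide and 100% = labelled peptide alone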
Cl transport mod: KCC2 cotransporter modulators, thallium flux, primary screen, cell-based, HEK293 KCC2, FluoZin-2 fluorescence, MLSMR; Solute carrier family 12 member 5 (Homo sapiens), Q9H2X9; 190,000 tested, 2.2% active; KCC2 cells, thallium flux FluoZin-2 fluorescence; B-score of Tl+ flux slope (higher = more flux/activation; lower = inhibition) at 10 µM;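 active = thallium flux slope and its plate-corrected score both differing from the plate sample mean at a set confidence after two filtering rounds, in either direction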;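 also: slope of fluorescence scaled to starting intensity during 10 to 20 s after thallium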
eIF4E 4G PPI: eIF4E–eIF4G protein interaction inhibitors, primary screen, biochemical, uHTS, TR-FRET, eIF4GI fragment; TR-FRET eIF4E-eIF4GI(517-606) binding, 2 h; inhibition, % at 21.7 µM; 220,000 tested, 0.37% active; AID 782, 2007;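 also: 0% = full FRET control wells and 100% = background wells lacking eIF4GI fragment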
14-3-3 Bad inh: inhibitors of 14-3-3 zeta/Bad binding, primary screen, biochemical, TR-FRET, bovine 14-3-3 zeta | 220,000 tested, 0.71% active | inhibition, % at 21.7 µM | AID 781, 2007 | TR-FRET 14-3-3zeta/Dy647-pBad peptide displacement, 1 h;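 active = inhibition above about 70%, limit read from the data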;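 also: 0% = full 14-3-3 plus peptide FRET controls and 100% = background without 14-3-3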
Target sequence (P63103 whole entry, looked up): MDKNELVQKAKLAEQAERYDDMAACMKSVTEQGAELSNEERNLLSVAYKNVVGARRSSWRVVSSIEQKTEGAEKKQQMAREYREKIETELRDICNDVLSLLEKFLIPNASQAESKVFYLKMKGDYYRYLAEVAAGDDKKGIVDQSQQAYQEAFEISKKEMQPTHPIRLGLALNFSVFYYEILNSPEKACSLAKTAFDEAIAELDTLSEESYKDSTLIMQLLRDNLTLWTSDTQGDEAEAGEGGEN
Thrombin inh: human alpha-thrombin inhibitors, primary screen, counter-screen for coagulation protease inhibitor project, biochemical, 1536-well, fluorogenic AMC substrate; Prothrombin (Homo sapiens), P00734; Boc-VPR-AMC fluorogenic substrate cleavage; inhibition, % at 5 µM; 220,000 tested, 0.26% active; AID 1046, 2008;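 active = inhibition at or above 40%; inactive = inhibition below 40%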;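 also: 0% = enzyme with no compound and 100% = wells without enzyme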
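Material: human alpha-thrombin enzyme / Medium: pH 7.5 Tris (50 mM) with NaCl 150 mM, Tween 20 0.05% / Compound: single-point dosing at 5 µM, 0.2% DMSO / Incubation: enzyme reaction carried out at room temperature / Detection: AMC fluorescence, 355/460 nm / Read-out basis: percent inhibition scaled between no-compound controls and no-enzyme blanks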
EBV gp42 block: Epstein-Barr virus gp42 inhibitors, primary screen, biochemical, uHTS, fluorescence polarization; 220,000 tested, 0.42% active; Fluorescence polarization binding assay, mP read-out; AID 1085, 2008; inhibition, % (tested at 21.74 µM); in the data active = inhibition above about 50%
KLK5 inh: human KLK5 protease inhibitors, primary screen, biochemical, 1536-well | 210,000 tested, 0.59% active | recombinant hK5, fluorogenic AMC substrate cleavage | inhibition, % at 5 µM;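 active = inhibition of 40% or more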;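 also: 0% = enzyme controls without compound and 100% = no-enzyme blanks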
Rad51 HR inh: human RAD51 strand exchange inhibitors, primary screen, biochemical, fluorescence. 200,000 tested, 0.085% active. inhibition, % at 10 µM. hRad51 DNA strand exchange, fluorescence dequenching. AID 1385, 2008. DNA repair protein RAD51 homolog 1 (Homo sapiens), Q06609;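 active = inhibition above 40% at the single screening dose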;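 also: 0% = DMSO control wells and 100% = blanks with heterologous ssDNA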
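Test system: preformed human Rad51 ssDNA filaments. Compound dosing: single dose, 10 µM final compound. Incubation: filaments 15 min 37 °C, then compound 30 min. Technique: FRET fluorescence dequenching, excitation 485 nm, emission 520 nm. Read-out basis: percent inhibition from fluorescence, normalised to plate control and blank means. Benchmarks: plate controls and plate blanks.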
Starred values were filed as active, the others as inactive; nt = no result given; [ ] = dose if it differs, or a comment.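 The calls were made as follows, unless noted: active = inhibition above about 30% (limit read from the data); inactive = the rest.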

Sequence of screens: Furin inhibitor	p47phox inh	Cl transport mod	eIF4E 4G PPI	14-3-3 Bad inh	Thrombin inh	EBV gp42 block	KLK5 inh	Rad51 HR inh
CCN(CC)CCN1C(=O)C(=O)/C(=C(/O)c2ccc(F)cc2)C1c1ccncc1 (stereo not drawn)
  -9	4	0.74	-1	4	-5	-25	6	-6
CC(NC(=O)C1CCCN(S(=O)(=O)c2cccs2)C1)c1ccccc1 (stereo not drawn)
  -18	-4	-0.55	6	0	1	-6	-7	-2
CCOC(=O)COc1cccc2c(=O)n(CC(=O)N3CCC(C)CC3)ccc12
  -15	-3	0.47	7	9	0	-9	4	9
O=c1cc(C(F)(F)F)[nH]c2ccc(C(F)(F)F)cc12
  -6	-8	-3	2	1	-9	-8	1	6
COc1cc(-c2noc(CCCC(=O)Nc3cccnc3)n2)cc(OC)c1OC
  -14	-8	-0.42	2	-4	4	-7	-1	15
Cc1nn(-c2ccccc2)c(NC(=O)C(C)C)c(-c2ccccc2)c1=O
  -10	-8	-0.58	-2	2	-2	-17	-3	1
O=C(Nc1ccc(S(=O)(=O)Nc2ncccn2)cc1)c1ccc(Br)s1
  -16[20 µM]	-4	-0.51	0	4	-6	-15	-8	-7
COc1ccc(Nc2ccc(S(=O)(=O)N3CCCCC3)cc2[N+](=O)[O-])cc1Cl
  -8	-5	-0.23	2[fluorescence artefact?]	-5	-3	-15	2	0
Cc1ccccc1NC(=O)C1C2C=CC(C3CC23)C1C(=O)O (stereo not drawn)
  -18	8	0.47	2	5	-2	-5	-10	6
Cc1cc(C=C2C(=O)CCCC2=O)c(C)n1-c1ccccc1
  -17	-5	-0.99	5[fluorescence artefact?]	0	-9	-3	-12	-7
Cc1ccc(C(=O)COC(=O)CNC(=O)c2ccc(Br)o2)cc1[N+](=O)[O-]
  -15	-8	0.67	-2	-4	1	-13	-1	nt
CCCCNC(=O)CSc1nc2ccsc2c(=O)n1CCCC(=O)NCCc1ccc(S(N)(=O)=O)cc1
  -5	31*	0.21	-2	5	-16	8	-4	0
COc1cc([N+](=O)[O-])cc2sc(NC(C)=O)nc12
  3	-22	0.8	-1	9	39	-12	23	-8
COC(=O)C1=CNC=C(C(=O)OC)C1c1ccc(C(=O)OC)cc1
  -29	-6	0.75	2	7	-8	-5	-20	-11
N#CCCN1CCN(S(=O)(=O)c2ccc(S(=O)(=O)N3CCCCCC3)cc2)CC1
  -12	-4	0.54	2[fluorescence artefact?]	3[fluorescence artefact?]	2	-2	1	-5

Next part.
Sequence of screens: Furin inhibitor	p47phox inh	Cl transport mod	eIF4E 4G PPI	14-3-3 Bad inh	Thrombin inh	EBV gp42 block	KLK5 inh	Rad51 HR inh
COC(=O)c1ccc(Oc2nc(SC)nc(N(C)C)n2)cc1
  -22	-7	-1	0	4	-7	3	0	nt
COc1cccc(CC2(CO)CCN(Cc3ccc4cccc(F)c4n3)CC2)c1
  -18	-29	nt	4	90*	-1	-4	nt	-13
COc1ccc(S(=O)(=O)N2CCN(CCO)CC2)cc1-c1nnc2c3ccccc3c(C)nn12
  -25	-4	0.6	5[fluorescence artefact?]	4	-9	-6	-5	1
Cc1cc(NC(=O)CSc2ccc3nnc(CCNS(=O)(=O)c4ccccc4)n3n2)no1
  -18	-3	-0.011	1	-1	-6	-6	-23	-1
Cc1ccc(N(C(=O)C(F)(F)F)C(C(=O)NC2CCCCC2)c2cccs2)cc1C (stereo not drawn)
  -16[20 µM]	-5	nt	-12	6	-7	13	-8	-9
Cc1cc(C)nc(N2CCC(C(=O)Nc3nnc(C)s3)CC2)n1
  -29	-5	nt	1	-5	-1	-4	1	6
O=C(C1CCCN1S(=O)(=O)c1ccc(Br)cc1)N1CCOCC1 (stereo not drawn)
  -22	-7	-0.6	-1	-5	-3	-14	-10	-8
COc1ccc(CCNC(=O)c2ccc(Cl)c(S(=O)(=O)N(C)c3ccccc3)c2)cc1
  -16	-17	-1.3	1	-19	-3	-6	-23	-3
C=CCN1C(=O)CS/C1=C(\C#N)S(=O)(=O)c1ccc(C)cc1
  -7[20 µM]	-73	nt	1	6	-6	0	-3	-16
NC(=O)COC(=O)c1sc2cc(F)ccc2c1Cl
  -5	1	nt	4	-13	1	2	-5	32
O/N=C1\CCc2cc(Cl)ccc21
  -28	-15	0.02	3	6	1	-26	-31	-5
CSc1cccc(-n2cc(-c3ccc4c(c3)OCO4)[nH]c2=O)c1
  -13	-7	1.2	0	-7[fluorescence artefact?]	-8	-20	-4	-4
Cc1ccc(C(=O)N2CCCC(c3nc4c(nnn4Cc4ccccc4)c(=O)[nH]3)C2)cc1 (stereo not drawn)
  -8[20 µM]	-8	-0.68	-1	3	-7	0	-15	-5
CCOc1ccc(-c2nc(CSCC(=O)NCCN3CCOCC3)c(C)o2)cc1
  -17	nt	0.16	nt	nt	-1	nt	-12	-7
Cc1nc(NCCN2CCOCC2)c2nnn(Cc3c(F)cccc3Cl)c2n1
  -20	-6	0.25	1	-12	1	-25	-9	10

The listing continues:
Sequence of screens: Furin inhibitor	p47phox inh	Cl transport mod	eIF4E 4G PPI	14-3-3 Bad inh	Thrombin inh	EBV gp42 block	KLK5 inh	Rad51 HR inh
CC(C)OC(=O)CSc1nnc(C2CCCCC2)n1N
  -15	3	-0.12	1	3	3	-2	2	22
CCOC(=O)N1CCN(C(=O)COc2ccc(S(=O)(=O)NCc3ccccc3)cc2)CC1
  -18[20 µM]	-8	-0.2	2	5	-2	-3	1	8
COC(=O)CC(c1ccc(C#N)cc1)n1c(C)ccc1C (stereo not drawn)
  -23	-8	-0.85	4	-7	0	2	nt	nt
COc1cc(C(c2sc3ncnn3c2O)N2CCN(c3ccccc3F)CC2)cc(OC)c1OC (stereo not drawn)
  -30	5	0.17	-2[fluorescence artefact?]	4[fluorescence artefact?]	0	-4	-3	-7
CCCCOc1ccc(-c2nc(/C=N/c3nccs3)c(O)o2)cc1
  -9	-220	2.2	1[fluorescence artefact?]	20	-1	-64	-6	-12
Cc1cccc(N2CCN(C(=O)C34CC5CC(CC(C5)C3)C4)CC2)c1C
  -10	-3	nt	-9[fluorescence artefact?]	17[fluorescence artefact?]	4	-31	11	14
COc1cc(C(=S)N2CCOCC2)ccc1OC(=O)/C=C/c1ccco1
  -19	-3	-0.14	-2	-18	6	-4	3	21
CC(C)(CNCC(O)c1ccccc1)N1CCOCC1 (stereo not drawn)
  -22	-1	0.51	2	-5	-4	-2	1	8
CCNC(=S)N/N=C/c1sccc1C
  2	1	1.5	-4	-13	-26	5	-11	-6
O=C(CNC(=O)c1cccs1)OCC(=O)c1ccc(Cl)cc1
  -25	-6	-0.23	2	2	-14	-8	-1	2
Cc1cc(C)nc(SCC2COc3ccccc3O2)n1 (stereo not drawn)
  -9	1	1	2	-10	5	-14	-2	0
CCOC(=O)c1ccc(NC(=O)NCCc2ccccc2OC)cc1
  -15	-3	-0.9	2	-1	-11	-9	-2	12
O=C(Nc1ccc2c(c1)OCO2)C1CCN(S(=O)(=O)Cc2ccccc2)CC1
  -27	2	-0.54	-5	9	1	0	8	nt
Cc1c(-c2ccccc2)nc2ccccc2c1C(=O)NCc1cccs1
  -10	-13	-0.36	3[fluorescence artefact?]	2	4	-7	-4	-4
O=C(Nc1ccccc1C1CC1)c1cccs1
  -25	-4	-0.94	3[fluorescence artefact?]	6[fluorescence artefact?]	4	-10	-15	2

Carrying on:
Sequence of screens: Furin inhibitor	p47phox inh	Cl transport mod	eIF4E 4G PPI	14-3-3 Bad inh	Thrombin inh	EBV gp42 block	KLK5 inh	Rad51 HR inh
CC(C(=O)Nc1ccncc1)(c1ccccc1)c1ccccc1
  -8	5	-1.5	-2	-4	5	2	-4	15
O=C(CCc1nnc(Cc2ccc(-c3ccccc3)cc2)o1)NCC1CC1
  -11	-3	-1.1	0	2	-8	-11	5	-2
CCC(=O)n1nc(-c2ccc(OC)cc2)nc1NCc1cccs1
  -19	-6	0.6	0	-7	89*	-3	-5	-12
Cc1csc(NC(=O)CSc2nc3ccccc3c3c2CCCC3)n1
  -11	-13	-0.056	-3	0	5	-1	-1	3
CS(=O)(=O)N(Cc1ccccc1)c1ccccc1C(=O)O
  -6[20 µM]	-7	-0.075	-5[fluorescence artefact?]	-11[fluorescence artefact?]	0	-11	0	5
CCOC(=O)COc1cccc2c(=O)n(CC(=O)NCc3ccc(F)cc3)ccc12
  -23	9	-0.031	-1	6	-2	-1	-2	nt
Cc1ccc(NC(=O)CN2C(=O)C3C4C=CC(C4)C3C2=O)cc1 (stereo not drawn)
  -14	1	-0.21	1	-7	-1	-10	0	12
CCC1=NN(C(=O)c2ccc(Br)cc2)C(O)(c2ccc(C)cc2)C1 (stereo not drawn)
  -12	-28	1.5	-3	15[fluorescence artefact?]	-2	-4	-3	25
CCOC(=O)c1nn(-c2ccccc2C)c2nc(-c3ccc(Cl)cc3)c(C#N)c(=O)n12
  -10[20 µM]	-7	-0.85	-3	-13[fluorescence artefact?]	-3	-16	-10	6
O=C(/C=C/c1ccccc1)NCCN1CCOCC1
  -3	1	0.66	1[fluorescence artefact?]	0	-8	1	-14	5
